Screening results deposited in PubChem by National Center for Advancing Translational Sciences (NCATS).
Mito fusion yeast: qHTS Assay for Small Molecule Inhibitors of Mitochondrial Division or Activators of Mitochondrial Fusion. S. cerevisiae fusion-defective mutant growth rescue, CellTiterGlo 48 h. Potency, µM (doses to about 46.1 µM), for inactives: at the highest dose growth rescue (activation), hits mostly activators. 320,000 tested, 0.23% active. AID 485298, 2010;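 also: potency is read from the fitted curve at half-maximal effect; % of control where 0% means no effect; nearly all actives have a fitted effect of over 45% in size; temperature-sensitive fusion mutants such as fzo1-1 at 37 °C on non-fermentable ethanol glycerol medium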
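Read-out: ATP-based luminescence (CellTiterGlo, 10 min ambient) reporting growth of fusion-defective ts yeast after 48 hours at 37C on glycerol/ethanol YPEG medium in the presence of compound.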
GALK inh: qHTS Assay for Inhibitors of Human Galactokinase (GALK); P51570; Purified GALK, Kinase-Glo residual ATP luminescence; Potency, µM (highest dose often 57.5 µM), for the others: top-dose activity change, negative = inhibition, most hits filed as inhibitors; 270,000 tested, 0.007% active; AID 1868, 2009; also: potency is read from the fitted curve at half-maximal effect; % is scaled to controls: 0 for no effect and ±100 for the full control effect
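ATP-depletion format; final 35 uM ATP, 100 uM D-galactose, 5 nM enzyme; pH 8.0 HEPES/Mg2+ buffer; 60 min RT; luminescence read 10 min after detection reagent.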
USP2a block: qHTS Assay for Inhibitors of Ubiquitin-specific Protease USP2a Using CHOP2 as the Reporter | Ubiquitin carboxyl-terminal hydrolase 2 (Homo sapiens), O75604 | Potency, µM (top dose mostly 38.3 µM), inactives show at the highest dose activity change, negative = inhibition, usual class: inhibitors | AID 463254, 2010 | 330,000 tested, 0.01% active | USP2 core, Ub-CHOP2 coupled fluorogenic reporter, 485/531;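 also: potency is read from the fitted curve at half-maximal effect; plate controls were DMSO wells for no effect and full inhibition by NEM control for full effect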
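Deubiquitinase activity read as fluorescence (485/531 nm) after Ub-CHOP2 cleavage activates the enterokinase reporter on its substrate; USP2 core 10nM, Ub-CHOP2 and substrate 25nM each, 30min compound preincubation then 60min RT; data normalized to NEM, curves fitted.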
MBNL1 CUG block: qHTS Assay for Inhibitors of MBNL1-poly(CUG) RNA binding | Potency, µM (top dose mostly 57.5 µM), without a hit: at the highest dose activity change, negative = inhibition, most hits filed as inhibitors | Muscleblind-like protein 1 (Homo sapiens), Q9NR56 | 280,000 tested, 0.036% active | AID 2675, 2010 | TR-FRET MBNL1-His/biotin-(CUG)12 binding, 665/545 ratio; active = well fitted inhibition curve with a large enough effect in the signal ratio, with a control signal flat, not every such curve was filed as active; inconclusive = small, poorly fitted or top-dose-only effect, or effect the other way, or a change in a side signal; inactive = no such curve, though single readings can be large or run the other way; the % refers to the signal ratio; also: potency is read from the fitted curve at half-maximal effect; % is scaled to controls: 0 for no effect and ±100 for the full control effect
Target sequence (Q9NR56 whole entry, looked up): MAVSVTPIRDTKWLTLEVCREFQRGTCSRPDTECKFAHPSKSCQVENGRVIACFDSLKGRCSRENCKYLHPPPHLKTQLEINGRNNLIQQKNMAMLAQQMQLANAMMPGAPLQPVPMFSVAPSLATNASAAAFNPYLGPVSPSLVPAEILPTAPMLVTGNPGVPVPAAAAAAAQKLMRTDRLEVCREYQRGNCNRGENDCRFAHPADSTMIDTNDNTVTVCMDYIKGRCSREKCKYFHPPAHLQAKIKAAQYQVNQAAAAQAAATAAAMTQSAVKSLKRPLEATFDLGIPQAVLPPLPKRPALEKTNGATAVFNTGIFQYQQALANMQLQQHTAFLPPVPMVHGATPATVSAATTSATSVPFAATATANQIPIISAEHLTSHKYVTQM
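Ratiometric TR-FRET (665 over 545 nm, excitation 340 nm) tracks disruption of MBNL1-His/biotin-(CUG)12 complex after 60 min at room temperature, with compounds at 92 nM to 58 uM final.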
BCR signal inh: qHTS Assay to Find Inhibitors of Chronic Active B-Cell Receptor Signaling | 340,000 tested, 0.05% active | AID 493014, 2011 | ABC-DLBCL IkBa-CBG/CBR reporter, luminescence ratio, 4 h | Potency, µM (doses to about 46.1 µM), without a hit: at the top dose ratio change, negative = lower green/red ratio, hits mostly inhibitors; active = well fitted inhibition curve with a large enough effect in the signal ratio, with a control signal flat, not every such curve was filed as active; inconclusive = small, poorly fitted or top-dose-only effect, or effect the other way, or a change in a side signal; the % refers to the signal ratio;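 also: potency is read from the fitted curve at half-maximal effect; plate controls were basal doxycycline-induced cells for no effect and cells given 10 µM MG132 for full effect; MG132 reads +100%, hits lower the ratio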
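Doxycycline induced both beetle luciferases in TMD8 lymphoma cells; IKK-driven degradation limits the IkappaBalpha-fused green signal, while red luminescence normalises for cell number and nonspecific effects. Compounds tested up to 46 uM, 4 hrs.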
ASM inhibitor: Inhibitors of Secretory Acid Sphingomyelinase (S-ASM): qHTS; placental ASM, HMU-PC fluorogenic substrate, 60 min; Potency, µM (titrated, usually from 57.5 µM), for inactives: at the highest dose activity change, negative = inhibition, usual class: inhibitors; 340,000 tested, 0.006% active; Sphingomyelin phosphodiesterase (Homo sapiens), P17405; also: potency is read from the fitted curve at half-maximal effect
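qHTS format. ASM enzyme prepared from human placenta hydrolyses the fluorogenic substrate HMU-PC0 (9 uM final) over 60 min at 37 °C after a 10 min compound preincubation.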
Eya2 phos inh: qHTS Assay for Inhibitors of the Phosphatase Activity of Eya2; Protein phosphatase EYA2 (Homo sapiens), O00167; recombinant Eya2, OMFP fluorescence dephosphorylation (OMFP is methylfluorescein phosphate); Potency, µM (highest dose often 76.9 µM), inactives show at the top dose activity, negative = inhibition, actives largely listed as inhibitors; 330,000 tested, 0.006% active; AID 488837, 2010; also: potency is read from the fitted curve at half-maximal effect; % is scaled to controls: 0 for no effect and ±100 for the full control effect
Target sequence (O00167 whole entry, looked up): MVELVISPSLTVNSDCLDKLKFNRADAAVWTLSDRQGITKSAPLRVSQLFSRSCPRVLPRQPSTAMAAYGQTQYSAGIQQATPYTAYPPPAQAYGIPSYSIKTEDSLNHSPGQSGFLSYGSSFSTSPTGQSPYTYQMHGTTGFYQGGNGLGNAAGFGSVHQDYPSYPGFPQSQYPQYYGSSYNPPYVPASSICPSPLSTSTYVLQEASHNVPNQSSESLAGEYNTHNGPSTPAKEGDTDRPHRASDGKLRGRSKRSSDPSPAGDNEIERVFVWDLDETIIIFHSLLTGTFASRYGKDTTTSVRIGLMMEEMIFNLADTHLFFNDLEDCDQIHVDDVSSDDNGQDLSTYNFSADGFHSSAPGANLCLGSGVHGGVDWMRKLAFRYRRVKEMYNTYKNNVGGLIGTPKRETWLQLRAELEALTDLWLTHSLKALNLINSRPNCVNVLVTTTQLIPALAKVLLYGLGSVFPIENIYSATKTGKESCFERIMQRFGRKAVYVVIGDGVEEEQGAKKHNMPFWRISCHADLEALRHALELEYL
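Eya2 protein (added as 0.2 uM solution) was preincubated with compound for 10 min at ambient temperature in 50 mM HEPES pH 7.5, 50 mM NaCl, 5 uM MgCl2, 0.05% BSA, 1 mM DTT. OMFP (added at 50 uM) then reacted 10 min; fluorescence read at 485/525 nm.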
TSHR antag: Antagonists of the Thyroid Stimulating Hormone Receptor: HTS campaign; Thyrotropin receptor (Homo sapiens), P16473; TSHR-expressing cells, TSH-stimulated cAMP HTRF, 2 h; stronger effect = lower value; activity change, negative = inhibition, % at 11.5 µM; 330,000 tested, 0.2% active;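 active = activity change below a set negative limit, meaning inhibition stronger than a set level, cut at about -70% in these data; inconclusive = activity change between two set negative limits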; also: % is scaled to controls: 0 for no effect and ±100 for the full control effect
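Competitive HTRF cAMP read-out (cryptate anti-cAMP antibody, cAMP-d2; 30 min, room temperature) in freshly harvested TSHR cells. Compounds added before TSH at EC80 (4nM final), followed by 2 hours' incubation at 37 deg C.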
PKM2 activator: qHTS Assay for Activators of Human Muscle isoform 2 Pyruvate Kinase | Potency, µM (doses to about 57.5 µM), for inactives: at the highest dose activation, actives largely listed as activators | AID 1631, 2009 | Pyruvate kinase PKM (Homo sapiens), P14618 | 260,000 tested, 0.34% active | purified PKM2, Kinase-Glo ATP luminescence, activation; response scale: 0% is enzyme alone, no compound; also: potency is read from the fitted curve at half-maximal effect; % is scaled to controls: 0 for no effect and ±100 for the full control effect; nearly all actives have a fitted effect of over 55% in size
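Purified hPK-M2 (>95%) run at intermediate activity with 0.1 mM ADP and 0.5 mM PEP in 50 mM imidazole pH 7.2, KCl, MgCl2; 1 h room temperature. ATP formed read by Kinase-Glo luminescence; normalized to uninhibited and no-enzyme controls.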
hERG WT inh: qHTS for Inhibitors of KCHN2 3.1: Wildtype qHTS; Voltage-gated inwardly rectifying potassium channel KCNH2 (Homo sapiens), Q12809; U2OS, BacMam KCNH2, thallium flux FluxOr; stronger effect = lower value; activity change, % at 1.84 µM; 340,000 tested, 0.37% active; AID 720551, 2013;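 active = maximum activity change below -70%; inconclusive = maximum activity change between -70% and -50%; inactive = maximum activity change above -50%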; also: % is scaled to controls: 0 for no effect and ±100 for the full control effect
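U2OS cells were transduced with wild-type KCNH2 virus (2.03 x 10^8 / mL) for 4 h at room temperature, then cultured overnight at 37 C. Thallium flux was read with FluxOr dye. Rate constants were normalized to DMSO controls.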
Menin MLL FP TR: qHTS Assay for Inhibitors Targeting the Menin-MLL Interaction in MLL Related Leukemias: Competition With Texas Red Labeled MLL-derived Mutant Peptide | O00255 | Menin + Texas Red MLL mutant peptide, fluorescence polarization | 270,000 tested, 0.23% active | Potency, µM (top dose mostly 61.6 µM), inactives show at the highest dose FP activity change, negative = inhibition, actives largely listed as inhibitors; active = well fitted inhibition curve with a large enough effect in the polarisation, with a control signal flat, not every such curve was filed as active; inconclusive = small, poorly fitted or top-dose-only effect, or effect the other way, or a change in a side signal; inactive = no such curve, though single readings can be large or run the other way; the % refers to the polarisation; also: potency is read from the fitted curve at half-maximal effect; % of control where 0% means no effect; many of its hits are not listed in these tables
Active calls of the source: *; ? = inconclusive; . = not tested or not shown; [ ] = another dose, or the depositor's remark. Unless noted, calls follow the shape of the dose curve; as a rule, active = well fitted curve in the direction sought with a large enough effect; inconclusive = small, poorly fitted or top-dose-only effect, or another doubt; inactive = no such curve, though single readings can be large; an effect the other way counts as inactive or inconclusive.

SMILES	Mito fusion yeast	GALK inh	USP2a block	MBNL1 CUG block	BCR signal inh	ASM inhibitor	Eya2 phos inh	TSHR antag	PKM2 activator	hERG WT inh	Menin MLL FP TR
CN(CC1CCOCC1)C(=O)CC1C(=O)NCCN1Cc1ccc(F)c(F)c1 (stereo not drawn)	0%	4%	-8%	3%	-1%	.	6%	9	-6%	-6	.
Cc1c(C(=O)NN)nn(-c2ccc(F)cc2)c(=O)c1C#N	7%	4%	-9%	?	6%	5%	0%	21	.	1	?
O=C(c1cc([N+](=O)[O-])ccc1N1CCOCC1)N1CCCCC1	-2%	0%	1%	?	1%	-1%	11%	3	2%	-7	0%
CCOC(=O)C1CCN(Cc2coc3c(Cl)cc(Cl)cc3c2=O)CC1	1%	-3%	-1%	1%	13%	-7%	0%	1	-1%	-1	?
COc1cccc(-c2nn(-c3ccccc3)cc2C(=O)n2nnc3ccccc32)c1	-2%	2%	-1%	5%	12%	-3%	1%	-1	-6%	4	12%
COc1ccc(N=C2S/C(=C\c3ccc(OC(C)C(=O)O)c(OC)c3)C(=O)N2CCc2c[nH]c3ccccc23)cc1 (stereo not drawn)	10%	?	-2%	5%	27%	-26%	11%	-10	-1%	-5	?
Cc1cc(C)c2c(c1)C1C=CCC1C(c1ccc(S(=O)(=O)N3CCOCC3)cc1)N2 (stereo not drawn)	-6%	6%	2%	13%	?	3%	1%	10	5%	3	?
O=C(NCc1ccco1)c1ccc(Cl)cc1[N+](=O)[O-]	-8%	1%	1%	?	5%	0%	-10%	1	.	2	18%
COc1cc(S(=O)(=O)N2CCC(O)(c3cccc(C(F)(F)F)c3)CC2)ccc1-n1cnnn1	-3%	-3%	2%	3%	?	-4%	11%	12	7%	7	48%[activator]
COc1ccc(-n2c3c(cc(C(=O)NCc4ccco4)c2=O)C(=O)CC(C)(C)C3)cc1	-3%	0%	1%	5%	0%	-2%	18%	-11	0%	5	-10%
COCCNC(=O)c1ccc(C)c(NC(=O)C2=C(C)OCCS2)c1	0%	.	-3%	-2%	-1%	0%	?	6	.	0	?
N#C/C(=C\C=C\c1ccccc1)C(=O)NCc1cccnc1	6%	-4%	1%	?	?	-5%	6%	-10	7%	-13	10%
CCC1Nc2ncnc(N3CCCCC3)c2N(Cc2ccc(Cl)cc2)C1=O (stereo not drawn)	.	.	0%	.	1%	0%	19%	-22	.	2	.
CCCNC(=O)CCn1c(=S)oc2ccccc21	-5%	2%	1%	0%	0%	2%	-4%	-1	1%	-13	.
Cc1ccccc1C(=O)NNC(=O)CCc1ccccc1	14%	3%	3%	.	?	2%	-5%	2	1%	4	-2%

Ordered by molar mass (low to high): part of the list above
SMILES	Mito fusion yeast	GALK inh	USP2a block	MBNL1 CUG block	BCR signal inh	ASM inhibitor	Eya2 phos inh	TSHR antag	PKM2 activator	hERG WT inh	Menin MLL FP TR
O=C(NCc1ccco1)c1ccc(Cl)cc1[N+](=O)[O-]	-8%	1%	1%	?	5%	0%	-10%	1	.	2	18%
Cc1ccccc1C(=O)NNC(=O)CCc1ccccc1	14%	3%	3%	.	?	2%	-5%	2	1%	4	-2%
N#C/C(=C\C=C\c1ccccc1)C(=O)NCc1cccnc1	6%	-4%	1%	?	?	-5%	6%	-10	7%	-13	10%
COCCNC(=O)c1ccc(C)c(NC(=O)C2=C(C)OCCS2)c1	0%	.	-3%	-2%	-1%	0%	?	6	.	0	?
COc1ccc(-n2c3c(cc(C(=O)NCc4ccco4)c2=O)C(=O)CC(C)(C)C3)cc1	-3%	0%	1%	5%	0%	-2%	18%	-11	0%	5	-10%
Cc1cc(C)c2c(c1)C1C=CCC1C(c1ccc(S(=O)(=O)N3CCOCC3)cc1)N2 (stereo not drawn)	-6%	6%	2%	13%	?	3%	1%	10	5%	3	?
COc1cc(S(=O)(=O)N2CCC(O)(c3cccc(C(F)(F)F)c3)CC2)ccc1-n1cnnn1	-3%	-3%	2%	3%	?	-4%	11%	12	7%	7	48%[activator]
COc1ccc(N=C2S/C(=C\c3ccc(OC(C)C(=O)O)c(OC)c3)C(=O)N2CCc2c[nH]c3ccccc23)cc1 (stereo not drawn)	10%	?	-2%	5%	27%	-26%	11%	-10	-1%	-5	?

More compounds.
SMILES	Mito fusion yeast	GALK inh	USP2a block	MBNL1 CUG block	BCR signal inh	ASM inhibitor	Eya2 phos inh	TSHR antag	PKM2 activator	hERG WT inh	Menin MLL FP TR
Cc1cc(=O)n2nc(N3CCCC(C(=O)NCc4cccc(Br)c4)C3)sc2n1 (stereo not drawn)	8%	-4%	0%	1%	-1%	-1%	1%	6	.	-1	-10%
CC1CCc2sc(C(=O)NCC(c3ccco3)N3CCCCC3)cc2C1 (stereo not drawn)	1%	.	-1%	.	10%	5%	-15%	-9	.	-6	.
CCC(=O)NCCCCNC(=O)CC	-5%	-1%	0%	-7%	-5%	8%	12%	5	-9%	-3	?
Cn1c(=O)c2c(O)c(C=NCc3ccccc3)c(=O)n(C)c2n(C)c1=O	0%	-2%	1%	.	1%	3%	1%	-3	-1%	-1	.
O=C1CSC(=Nc2ccc(Cl)cc2)N1Cc1ccco1	5%	-1%	-4%	-1%	5%	-3%	-9%	3	-7%	6	.
CCC1CCCCN1C(=O)CCS(=O)(=O)c1ccc2c(c1)CCN2C(C)=O (stereo not drawn)	-2%	1%	3%	3%	-11%	2%	-11%	1	.	3	.
Cc1cc(C)c(S(=O)(=O)N(C)c2ccccc2)c(C)c1	-11%	0%	1%	-5%	9%	1%	-2%	-10	-9%	-1	-3%
c1coc(-c2nnc3sc(C4CCCCC4)nn23)c1	7%	3%	4%	-7%	2%	0%	4%	37	-15%	1	3%
CCN(CC)S(=O)(=O)c1ccc(C(=O)N2CCN(c3ncccn3)CC2)cc1	-2%	5%	2%	-1%	?	0%	0%	4	.	-4	-1%
Cc1ccc(C(=O)COC(=O)c2ccc(O)cc2)cc1	-1%	1%	-1%	17%	?	-2%	-7%	12	-5%	2	14%
O=C(CCC(=O)N1CCN(C2CCCC2)CC1)Nc1nnc(C(F)(F)F)s1	16%	2%	1%	-12%	10%	3%	-9%	9	-25%	-26	7%
CCNC(=S)NNC(=O)c1cc(-c2cccc(OC)c2)nc2ccccc12	-20%	.	0%	7%[11.5 µM]	?	4%	-15%	-4	-27%	1	?
CCOC(=O)c1cnc2c(cnn2C)c1NCCC(O)C(F)(F)F (stereo not drawn)	8%	-2%	5%	-2%	0%	-4%	-12%	4	-3%	3	15%
Cc1ccc(NC2CCCN(C(=O)c3ccc(-n4ccnc4)cc3)C2)cc1C (stereo not drawn)	1%	-2%	-4%	-5%	0%	1%	-20%	13	5%	9	.

Some of the compounds tested; count on the stated rates, not on these rows.
